# Pol iota inh = blocks human DNA polymerase iota activity. Q9UNA4. Pol iota fluorescent replication assay, 10 min. Potency, µM (doses to about 115 µM), for inactives: at the highest dose activity, negative = inhibition, usual class: inhibitors. hit rate 1% among 390,000. AID 588590
# Target sequence (Q9UNA4 whole entry, looked up): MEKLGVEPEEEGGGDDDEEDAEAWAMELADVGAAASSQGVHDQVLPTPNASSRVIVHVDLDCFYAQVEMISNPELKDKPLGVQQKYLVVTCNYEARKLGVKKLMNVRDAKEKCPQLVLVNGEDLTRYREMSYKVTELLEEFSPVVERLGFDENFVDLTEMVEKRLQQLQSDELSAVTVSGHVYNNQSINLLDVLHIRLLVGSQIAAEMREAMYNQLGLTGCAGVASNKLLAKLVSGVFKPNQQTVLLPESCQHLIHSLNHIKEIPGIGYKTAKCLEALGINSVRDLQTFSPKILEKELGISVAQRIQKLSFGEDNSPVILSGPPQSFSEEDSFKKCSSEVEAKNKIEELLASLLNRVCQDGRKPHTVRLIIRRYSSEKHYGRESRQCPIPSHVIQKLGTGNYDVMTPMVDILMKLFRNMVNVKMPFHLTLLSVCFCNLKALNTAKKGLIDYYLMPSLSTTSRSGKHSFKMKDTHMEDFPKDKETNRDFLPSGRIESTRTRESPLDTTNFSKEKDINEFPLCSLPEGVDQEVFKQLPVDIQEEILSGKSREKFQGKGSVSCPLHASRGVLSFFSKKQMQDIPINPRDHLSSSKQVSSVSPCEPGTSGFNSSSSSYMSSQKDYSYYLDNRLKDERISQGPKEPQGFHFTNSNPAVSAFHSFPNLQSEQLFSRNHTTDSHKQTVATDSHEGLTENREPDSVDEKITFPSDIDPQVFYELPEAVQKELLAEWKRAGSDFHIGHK
#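 Fluorescent replication assay read twice, at 0 min and 10 min after adding 50 nM (final) substrate. Enzyme (10 nM) and compounds were first incubated 15 min at room temperature; enzyme-free buffer wells were negative controls.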
# JMJD2A Tudor inh = blocks the human JMJD2A Tudor domain | O75164 | AlphaScreen JMJD2A-Tudor / H3K4me3 peptide binding | Potency, µM (doses to about 114 µM), without a hit: top-dose activity change, negative = inhibition, actives largely listed as inhibitors | hit rate 4.4% among 390,000; also: % is scaled to controls: 0 for no effect and ±100 for the full control effect; nearly all actives have a fitted effect of over 50% in size
# G9a block = G9a (human) methyltransferase inhibition. AID 504332. G9a H3K9 monomethylation, AlphaScreen, 2 h. Potency, µM (doses to about 102 µM), for inactives: top-dose activity, negative = inhibition, usual class: inhibitors. Q96KQ7. hit rate 8.8% among 350,000; also: % is scaled to controls: 0 for no effect and ±100 for the full control effect; nearly all actives have a fitted effect of over 75% in size
# Target sequence (Q96KQ7 913-1193 limits assumed): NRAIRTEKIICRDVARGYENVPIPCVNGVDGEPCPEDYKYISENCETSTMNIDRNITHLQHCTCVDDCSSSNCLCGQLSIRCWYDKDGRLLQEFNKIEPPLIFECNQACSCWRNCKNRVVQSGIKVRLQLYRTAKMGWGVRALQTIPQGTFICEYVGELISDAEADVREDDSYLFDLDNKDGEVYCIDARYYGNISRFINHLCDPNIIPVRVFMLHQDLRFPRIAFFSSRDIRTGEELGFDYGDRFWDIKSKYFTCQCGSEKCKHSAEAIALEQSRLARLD
#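 Readings reflect AlphaScreen signal from monomethyl-H3K9 antibody detection. HMT at 20 nM; substrate b-H3K9 500 nM; cofactor SAM 20 uM; 2 h RT reaction; compounds tested as titrations in qHTS with 15 min preincubation.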
# BLM inh = Bloom syndrome helicase (human) inhibition; P54132; recombinant BLM DNA unwinding, fluorescence dequenching; Potency, µM (titrated, usually from 56.1 µM), without a hit: top-dose activity change, negative = inhibition, usual class: inhibitors; hit rate 0.2% among 350,000; AID 2528;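 also: plate controls were vehicle for no effect and no enzyme for full effect; nearly all actives have a fitted effect of over 35% in size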
# APEX1 inh = inhibitors of human APE1 endonuclease; Potency, µM (highest dose often 65.8 µM), for inactives: at the top dose activity change, negative = inhibition, usual class: inhibitors; P27695; recombinant APE1, TAMRA/BHQ-2 abasic DNA cleavage fluorescence; hit rate 0.35% among 350,000;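 also: plate controls were vehicle for no effect and reference inhibitor for full effect; nearly all actives have a fitted effect of over 55% in size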
#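 Compound pre-exposure to 0.75 nM APE1, 15 min at ambient temperature. Reaction initiated with 50 nM TAMRA/BHQ-2 THF substrate, read immediately in kinetic mode, 525 nm excitation, 598 nm emission.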
# BAZ2B inh = inhibitors of human BAZ2B bromodomain; Q9UIF8; AlphaScreen BAZ2B-H3K14Ac peptide displacement; Potency, µM (titrated, usually from 114 µM), inactives show top-dose activity change, negative = inhibition, actives largely listed as inhibitors; hit rate 4.4% among 360,000; AID 504333; also: % is scaled to controls: 0 for no effect and ±100 for the full control effect; nearly all actives have a fitted effect of over 60% in size
#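 Complex of BAZ2B and biotin-H3K14Ac (50 nM apiece) forms over 30 min at RT, then faces library compounds up to 110 uM for another 30 min; AlphaScreen beads added, 20 min dark incubation, luminescence read.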
# POLB inh = blocks human DNA polymerase beta activity. P06746. Potency, µM (titrated, usually from 114 µM), inactives show at the highest dose activity change, negative = inhibition, hits mostly inhibitors. hit rate 1.3% among 340,000. AID 485314. Pol beta primer extension/strand displacement, fluorescence kinetic; also: % is scaled to controls: 0 for no effect and ±100 for the full control effect
#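 Kinetic readout of DNA synthesis with strand displacement by Pol beta. Compound and 10 nM enzyme sit 15 min at room temperature; 50 nM substrate starts the reaction, read immediately and at 10 min.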
# Pol eta inh = blocks human DNA polymerase eta activity. recombinant Pol eta, fluorescent DNA replication assay. Potency, µM (top dose mostly 114 µM), without a hit: at the highest dose activity change, negative = inhibition, hits mostly inhibitors. hit rate 1.2% among 390,000. AID 588591; also: % is scaled to controls: 0 for no effect and ±100 for the full control effect
#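 Fluorescent replication assay: 50 nM final substrate added after a 15 min room-temperature compound preincubation with 10 nM enzyme. Signal taken at 0 min and again at 10 min.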
# Pol kappa inh = inhibitors of human DNA polymerase kappa; Q9UBT6; purified Pol kappa, fluorescent DNA synthesis assay, 10 min; Potency, µM (series often up to 107 µM), for inactives: top-dose activity, negative = inhibition, actives largely listed as inhibitors; hit rate 0.53% among 400,000; AID 588579; also: % is scaled to controls: 0 for no effect and ±100 for the full control effect
#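 Activity was followed as the change in fluorescence between reads at 0 and 10 min after starting the reaction with 50 nM substrate. Beforehand, 10 nM polymerase had been preincubated with compound for 15 min at room temperature.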
# * marks the source's active call; other numbers are inactive results; ? = inconclusive; nt = no result given; & = joins results of further samples; [ ] = dose if it differs, or a comment. Calls follow the shape of the dose curve; as a rule, active = well fitted curve in the direction sought with a large enough effect; inconclusive = small, poorly fitted or top-dose-only effect, or another doubt; inactive = no such curve, though single readings can be large; an effect the other way counts as inactive or inconclusive. Potency is read from the fitted curve at half-maximal effect. The list is partial; the hit share may differ from the screen's.
Pol iota inh	JMJD2A Tudor inh	G9a block	BLM inh	APEX1 inh	BAZ2B inh	POLB inh	Pol eta inh	Pol kappa inh	SMILES
0%	-8%	0%[59 µM]	1%	-6%	3%	28%	0%	-2%	O=C(NCC1CCCO1)c1csc2c1CCCCC2 (configuration not stated)
?	?	-7%	-6%	18%	-8%	-3%	-8%	1%	Cc1c(-c2ccc(Cl)cc2Cl)nc2ccccc2c1C(=O)NCCN1CCOCC1
102%[activator]	2%	nt	-2%	1%	-3%	?	-26%	-1%	COc1ccc(OCCn2cc(C=O)c3ccccc32)cc1
111%[activator]	-15%	-1%[59 µM]	-3%	3%	-34%	-1%	-15%	-3%	CC(C)OC(=O)C1C(=O)CC(C)(O)C(C(=O)OC(C)C)C1c1cccc([N+](=O)[O-])c1 (configuration not stated)
-1%	-15%	3%	-2%	0%	6%	-1%	-9%	-18%	CCCCn1c(CN2CCN(c3ccc(F)cc3)CC2)nc2c1c(=O)n(C)c(=O)n2C
3%	-16%	-5%	1%	-1%	-21%	7%	-4%	-3%	CCOC(=O)c1[nH]ncc1CN1CCCC(C(=O)c2ccc(OC)c(OC)c2)C1 (configuration not stated)
3%	27%	75%[activator]	-4%	-2%	33%	8%	0%	-9%	CCOc1ccccc1-c1nc(-c2ccc(C)nc2OC)no1
-11%	?	71µM*	1%	18%	?	6%	-10%	2%	Cc1ccc(OCc2cc(C(=O)N3CCc4[nH]cnc4C3c3ccccn3)no2)cc1C (configuration not stated)
25%	-17%	nt	1%	13%	1%	26%	-21%	-1%	CCN1CCN(C(CNS(=O)(=O)c2cccs2)c2cccnc2)CC1 (configuration not stated)
?	-30%	?	2%	-2%	50µM*	-1%	-5%	-27%	Cc1nnc(N/N=C/c2cc(C)n(-c3ccc(F)cc3)c2C)n1N
7%	5%	3%[12.7 µM]	-11%	-3%	-8%	1%	-2%	-8%	CC(C)N1C(=S)SC2CS(=O)(=O)C=C21 (configuration not stated)
6%	-4%	21%[59 µM]	-4%	-4%	7%	8%	-14%	-5%	c1ccc2c(-c3nnc4n3CCCCC4)c[nH]c2c1
16%	-1%	-16%[59 µM]	-8%	-5%	-6%	1%	-9%	-3%	CCOC(=O)C1C(c2cc(OC)c(O)c(OC)c2)NC(=S)NC1(O)C(F)(F)F (configuration not stated)
-9%	-6%	-24%	1%	-1%	-6%	26%	-11%	4%	CCOc1ccc(NC(=O)COC(=O)c2cccnc2)cc1
12%	-6%	-23%	-1%	-3%	nt	-1%	-12%	-1%	CCOC(=O)Cc1cc(=O)[nH]c(=O)[nH]1
-3%	-11%	-10%	-2%	0%	1%	24%	-10%	-11%	O=C(Nc1ccncc1)Nc1cccc(C(F)(F)F)c1
4%	-4%	-3%[59 µM]	3%	3%	4%	44%	-1%	-12%	Cc1nc(NC(=O)c2ccc(-c3cc4ccccc4oc3=O)cc2)ccc1Br
64%[activator]	-4%	-5%	-7%	?	-4%	14%	-16%	0%	CNC(=O)C12N=CNN=C1N(C)C(=O)N2C (configuration not stated)
5%	50µM*	28µM*	-2%	13%	50µM*	34%	5%	-13%	c1ccc(C(c2nnnn2C2CCCC2)N2CCCCCC2)nc1 (configuration not stated)
19%	-18%	nt	-9%	-2%	-12%	9%	-16%	-2%	Cc1cc(S(=O)(=O)Nc2ccc(C(=O)NCC(c3ccco3)N3CCCC3)cc2)ccc1F (configuration not stated)
11%	-16%	-5%	-4%	7%	-6%	3%	-12%	-2%	COc1ccc(-n2nnc3c(=O)n(CC(=O)N4CCC(Cc5ccccc5)CC4)cnc32)cc1
26%	-11%	1%	-2%	64%[activator]	25%	2%	-8%	10%	N#Cc1c(-c2ccccc2)nc(N2CCN(Cc3ccccc3)CC2)[nH]c1=O
33%[activator]	-15%	nt	nt	nt	nt	nt	-21%	1%	COc1ccc(C(CNC(=O)C(C)Sc2ccccc2)N2CCOCC2)cc1 (configuration not stated)
-6%	?	0%	0%	?	-9%	41%	-12%	2%	COc1ccc(NC(=O)C2=NNC(=O)CC2)cc1S(=O)(=O)N1CCCCC1
-10%	-12%	22%[59 µM]	-7%	20%	4%	17%	-1%	-6%	Cc1c(NC(=O)NC2CCCCC2)cccc1[N+](=O)[O-]
22%	-18%	-2%[0.501 µM]	-5%	23%	3%	1%	-3%	-1%	COc1cccc(CNc2ccccn2)c1O
-1%	1%	-44%	nt	43%	-24%	nt	-17%	-1%	O=C(OCc1nc2ccsc2c(=O)[nH]1)c1cccc(S(=O)(=O)N2CCOCC2)c1
8%	2%	nt	nt	-3%	nt	nt	3%	-14%	COc1cccc(NC(=O)COc2cccnc2[N+](=O)[O-])c1
30%[activator]	-8%	-4%	3%	-1%	-9%	12%	-2%	-4%	COc1ccc(/C=N/NC(=O)c2cccnc2)cc1CN1CCN(c2ccc(F)cc2)CC1
25%	-15%	6%[12.7 µM]	-2%	16%	8%	22%	3%	7%	Cc1cccc(Nc2cnn(C34CC5CC(CC(CC(=O)O)(C5)C3)C4)c(=O)c2Cl)c1
6%	-14%	1%[0.501 µM]	nt	-2%	7%	nt	-8%	-9%	COc1cc(OC)c(C(=O)Nc2ccc(S(=O)(=O)N3CCCCC3)cc2)cc1OC
4%	-9%	-40%	-7%	4%	-17%	13%	-7%	-5%	O=C(O)CCCN=Cc1c(O)c2ccccc2oc1=O
-4%	-10%	?	-12%	-8%	11%	0%[57.1 µM]	-14%	1%	Cc1ccc2nc(-c3ccc(NC(=O)CN4C(=O)NC(C)(c5ccc(OC(F)F)cc5)C4=O)cc3)sc2c1 (configuration not stated)
14%	-14%	?	nt	1%	-3%	nt	-16%	-7%	O=C(CSc1nnc(-c2cccs2)n1C1CC1)NC1CCS(=O)(=O)C1 (configuration not stated)
41%[activator]	-7%	3%	-6%	15%	6%	11%	4%	0%	Cc1ccc(OCC(=O)Nc2cccnc2Cl)cc1C
32%[activator]	11%	-1%[12.7 µM]	0%	3%	-1%	?	-18%	5%	CCCCCC(=O)N1CC2(CC)CN(C(=O)CCCCC)CC(CC)(C1)C2=O
-10%	8%	-23%	-8%	4%	3%	-1%	-12%	-6%	Cc1c(C(=O)OC(C)C)sc(NC(=O)C2CCCO2)c1C(=O)OC(C)C (configuration not stated)
5%	-10%	6%[12.7 µM]	0%	3%	8%	6%	-10%	-6%	CC(=O)NCC(=O)NC(C(=O)Nc1ccc2c(c1)OCCO2)c1ccccc1 (configuration not stated)
-17%	-8%	?	-3%	14%	?	5%	-16%	-5%	O=c1c2ccccc2nc(-c2ccco2)n1Cc1ccccc1
-8%	-11%	10%[12.7 µM]	nt	41%[activator]	-21%	nt	-25%	-15%	Cc1cccc(N2CC(C(=O)NCc3ccco3)CC2=O)c1C (configuration not stated)
16%	-13%	-3%[59 µM]	4%	nt	-1%	-27%	-18%	-5%[60.1 µM]	CCOc1ccccc1C(=O)NCc1ccc2c(c1)CCN2C(C)=O
-11%	-4%	20%[2.33 µM]	nt	-9%	5%	nt	-12%	-10%	COc1cc(F)c(C2=CC(=O)C[C@H](c3ccc(Cl)cc3)C2)cc1F
-1%	-14%	-4%[2.33 µM]	nt	-16%	8%	nt	4%	7%	O=C(Nc1ccc(F)cc1)C1CCN(C(=O)c2ccc(F)cc2)CC1
16%	-1%	-5%[59 µM]	-2%	-2%	5%	-1%	-11%	16%	CCOc1cc(C(=O)Nc2ccon2)cc(OCC)c1OCC
-10%	-13%	33%[activator]	-7%	0%	-15%	-16%	-5%	-2%	CCCCC(=O)N/N=C(C)/C=C/c1ccccc1F
4%	-10%	?	1%	-4%	?	-7%	10%	1%	ON1C(c2ccccc2C(F)(F)F)N(O)[C@H]2CCCC[C@H]21 (some centres not stated)
-9%	-30%	nt	-2%	6%	-10%	33%	-7%	-11%	Cc1ccc(NC(=O)C2CCN(S(=O)(=O)c3ccc4c(c3)C(C)(C)C(=O)N4C)CC2)c(C)c1
16%	-11%	2%[59 µM]	-3%	-4%	nt	7%	1%	-2%	CCC(OC(=O)C(NC(=O)c1ccccc1)c1ccccc1)C(=O)Nc1cc(C)on1 (configuration not stated)
nt	nt	6%	-4%	3%	-26%&2%	9%&0%	nt	-3%[60.1 µM]	COc1ccc(NS(=O)(=O)c2ccc(N)cc2)nn1
10%	-10%	62%[activator][59 µM]	0%	-18%	-30%	3%	2%	-11%	Cc1ccc(-n2nc3c(=O)n(C(C)C(=O)NC4CC4)nc(C)c3c2C)cc1 (configuration not stated)
4%	-22%	-3%	-3%	-9%	-5%	42%	-5%	-5%	Cc1ccc(NS(=O)(=O)c2c(C(=O)N3CCOCC3)c(C)n(C)c2C)cc1
-22%	3%	nt	-1%	0%	-1%	9%	-4%	9%	CCC(=O)N(C)CCc1cc2c(c(OC)c1/C=N/NC(=O)c1ccncc1)OCO2
-4%[58.9 µM]	-13%	0.2µM*	0%	2%	0%	14%	-11%	0%	CCC(=O)Nc1ccc(C(=O)NNC(=O)c2cccs2)cc1
-22%	-12%	6%[59 µM]	0%	-9%	-1%	63%	2%	-9%	NS(=O)(=O)c1ccc2nc(NC(=O)CS(=O)(=O)c3ccccc3)sc2c1
6.3µM*	4µM*	nt	-9%	2%	8.9µM*	6.3µM*	?	?	COc1cc(/C=C2\SC(=O)N(c3cccc(Cl)c3)C2=O)cc([N+](=O)[O-])c1O
9%	-10%	nt	nt	19%	nt	nt	-14%	-24%	CCN(CC(=O)NCc1cccs1)CC(=O)Nc1ccc(C(N)=O)cc1
5%	-10%	7%	-4%	-5%	-9%	?	-23%	-2%	CCc1nc(N2CCN(S(C)(=O)=O)CC2)c2c3c(sc2n1)CCCC3

# Random excerpt: three records from the list
Pol iota inh	JMJD2A Tudor inh	G9a block	BLM inh	APEX1 inh	BAZ2B inh	POLB inh	Pol eta inh	Pol kappa inh	SMILES
-4%[58.9 µM]	-13%	0.2µM*	0%	2%	0%	14%	-11%	0%	CCC(=O)Nc1ccc(C(=O)NNC(=O)c2cccs2)cc1
16%	-11%	2%[59 µM]	-3%	-4%	nt	7%	1%	-2%	CCC(OC(=O)C(NC(=O)c1ccccc1)c1ccccc1)C(=O)Nc1cc(C)on1 (configuration not stated)
-22%	-12%	6%[59 µM]	0%	-9%	-1%	63%	2%	-9%	NS(=O)(=O)c1ccc2nc(NC(=O)CS(=O)(=O)c3ccccc3)sc2c1

# Source: PubChem (National Center for Advancing Translational Sciences (NCATS))
